Assay outcomes (PubChem)
KRASV12 cytotoxicity: cytotoxicity in KRAS-transformed pancreatic duct cells, primary screen, cell-based, fluorescence, HTS (AID 431); 63,000 tested, 1.7% active; cytotoxicity, % at 10 µM, or EC50 in µM where a hit was titrated; HPDE-C7K KRASV12 cells, Alamar Blue viability, 48 h; higher % means a stronger effect;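 active means compounds whose percent cytotoxicity in the single-dose primary screen, scaled between solvent and toxic-drug controls, exceeds 50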;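 further: 0% = DMSO solvent wells and 100% = doxorubicin-treated wells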
Spn DPM-DC inh: S. pneumoniae DPM-DC inhibitors, primary screen, biochemical, PK/LDH-coupled NADH fluorescence; diphosphomevalonate decarboxylase (Streptococcus pneumoniae D39); purified DPM-DC; calls only at 10 µM; 65,000 tested, 0.49% active;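 active means the 320 compounds with the highest percent inhibition in the single-dose primary screen, excluding strongly autofluorescent ones, cut at about 32% in these data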;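 further: kinetic rate of NADH fluorescence loss reporting ADP formed by the decarboxylase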
HPDE-C7 cytotoxicity: cytotoxicity in HPDE-C7 cells, cell-based, fluorescence, HTS (AID 430); HPDE-C7 pancreatic duct cells viability, fluorescence; higher % means a stronger effect; cytotoxicity, % at 10 µM; hits with a dose series show EC50 in µM; 63,000 tested, 1.8% active;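 further: cells exposed to compound for 48 hours before viability readout; 0% = vehicle and 100% = reference cytotoxic drug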
Bfl-1 displacement: Bfl-1 inhibitors, primary screen, biochemical, fluorescence polarization, FITC-Bid, mouse (AID 432) | 64,000 tested, 0.02% active | one-dose displacement, % at 20 µM; IC50 in µM for titrated hits | FITC-Bid BH3 peptide fluorescence polarization displacement; higher % means a stronger effect; in the data active means a potency from the dose series; inactive means the rest, 99 in 100 with displacement below about 15%; further: strong numbers were not always called active
LYP phosphatase: LYP phosphatase inhibitors, primary screen, biochemical, DiFMUP fluorescence, recombinant catalytic domain, 10 µM (AID 606); one-dose inhibition, % at 10 µM; IC50 in µM for titrated hits; Tyrosine-protein phosphatase non-receptor type 22 (Homo sapiens); 52,000 tested, under 10 active; recombinant LYP catalytic domain, DiFMUP fluorescence; higher % means a stronger effect;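 active means IC50 under 40 µM in the dose-response test; inactive means IC50 of 40 µM or more, or never dose-tested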
Spn PMK inh: S. pneumoniae PMK inhibitors, primary screen, biochemical, mevalonate pathway, pilot trial included; inhibition, % at 10 µM; 65,000 tested, 0.49% active; purified PMK, PK/LDH-coupled NADH absorbance 340 nm;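 active means top-ranked compounds by inhibition in the single 10 µM screen, taking a fixed number of the strongest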;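 further: 0% = full reaction with DMSO carrier and 100% = background rate without enzyme reaction; no value below 0 was filed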
HT1080 viability: cytotoxicity in HT1080 fibrosarcoma cells, cell-based, fluorescence readout (AID 620); HT1080 viability, fluorescence; higher % means a stronger effect; one-dose cytotoxicity, % at 10 µM; EC50 in µM for titrated hits; 87,000 tested, 0.42% active;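 further: cells exposed to compound overnight then 4 h with Alamar Blue; 0% = vehicle DMSO and 100% = killing control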
Alkaline phosphatase: human TNAP enzyme inhibitors, biochemical, luminescent (AID 518); inhibition, % at 20 µM; hits with a dose series show IC50 in µM; 64,000 tested, 0.09% active; purified TNAP enzyme, luminescent substrate readout; higher % means a stronger effect; in the data active means a potency from the dose series; inactive means the rest, 99 in 100 with inhibition below about 22%;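 further: plate controls were vehicle for no effect and reference inhibitor for full effect; many of its hits are not listed in these tables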
MK inhibit: S. pneumoniae MK inhibitors, primary screen, biochemical, PK/LDH-coupled NADH absorbance; mevalonate kinase [Streptococcus pneumoniae D39]; purified MK, PK/LDH-coupled NADH absorbance 340 nm; inhibition, % at 10 µM; 65,000 tested, 0.48% active;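 active means ranked among the strongest by inhibition in the single 10 µM screen, a fixed top-ranked set picked for dose follow-up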; further: no value below 0 was filed
Spn PMK inh pilot replicates: second read-out of Spn PMK inh, no call of its own (marks repeat the call); inhibition, %; measured here: pilot screen replicates
MK inhibit pilot replicates: second read-out of MK inhibit, no call of its own (marks repeat the call); inhibition, %; measured here: pilot screen replicates
Spn DPM-DC inh pilot screen %: further read-out of Spn DPM-DC inh, marked with its call; inhibition, %; measured here: pilot screen trials
An asterisk follows results filed as active; i = inactive; x = no result given; + = active, no number. Unless noted, no stated cut-off is given here; in the data, active means cytotoxicity above about 50%; inactive means the rest.

SMILES | KRASV12 cytotoxicity | Spn DPM-DC inh | HPDE-C7 cytotoxicity | Bfl-1 displacement | LYP phosphatase | Spn PMK inh | HT1080 viability | Alkaline phosphatase | MK inhibit | others
Cc1cc(C(=O)COC(=O)CCc2nc3ccccc3s2)c(C)n1C | -4% | i | 3% | 8% | 1% | 12 | -2% | 18% | 1 | Spn PMK inh pilot replicates=0.5;MK inhibit pilot replicates=0.0;Spn DPM-DC inh pilot screen %=0.0
CCCc1cc(=O)[nH]c(SC(CC)C(=O)Nc2ccccc2C#N)n1 (stereo not given) | -25% | i | -24% | 2% | 13% | 7 | 8% | -1% | 9
O=C(O)c1ccccc1C(=O)c1cccs1 | -9% | i | -28% | -6% | -6% | 6 | 4% | 6% | 2
Nc1nonc1-c1noc(COc2ccccc2Cl)n1 | 2% | i | -13% | -6% | 6% | 6 | 2% | 17% | 0
CCC(C)NC(=O)C1CCN(C(=O)N(C)C)CC1 (stereo not given) | -1% | i | -4% | -18% | 7% | 16 | 16% | 1% | 0
CCOc1ccc(-c2nc(N)nc(C)c2-c2ccc(OC)c(OC)c2)c(O)c1 | 10% | i | 4% | -4% | x | 10 | -14% | 7% | 11
CCOc1ccc2[nH]c(=O)c(CN(Cc3ccco3)C(=O)c3ccc(Br)cc3)cc2c1 | 22% | i | 23% | -6% | -4% | 13 | 4% | 14% | 11
COc1cc(-c2cc(C(F)(F)F)n3ncc(C(=O)O)c3n2)cc(OC)c1OC | -3% | i | -15% | 4% | x | 2 | -4% | 12% | 11
CCCC(=O)N=c1sc2cccc(F)c2n1C | -2% | i | -2% | 0% | -5% | 11 | 4% | 8% | 7
COc1ccc(OC)c(C2C3=C(CCCC3=O)Nc3c2c(=O)n(C)c(=O)n3C)c1 (stereo not given) | -1% | i | -19% | -2% | x | 13 | -6% | 12% | 5 | Spn PMK inh pilot replicates=2.0;MK inhibit pilot replicates=3.0;Spn DPM-DC inh pilot screen %=2.0
CCC(=O)Nc1ccc(Cl)c(NC(=O)C(C)C)c1 | -8% | i | -8% | -6% | 6% | 8 | 0% | 9% | 8 | Spn PMK inh pilot replicates=1.0;MK inhibit pilot replicates=0.0;Spn DPM-DC inh pilot screen %=0.0
Cc1ccc(-n2ncc(C#N)c2/N=C/N(C)C)cc1 | 6% | i | 9% | 2% | 7% | 0 | 0% | 8% | 2
Cc1nnc(SCc2ccc(C(=O)c3ccc(Cl)cc3)o2)n1-c1ccccc1 | x | i | x | x | x | 2 | -5% | x | 2
COc1ccc(C(CNC(=O)Cc2cc(OC)c(OC)c(OC)c2)N2CCCC2)cc1 (stereo not given) | -10% | i | -32% | -4% | x | 4 | 5% | -1% | 12
COc1ccccc1C(=O)NCc1ccncc1 | 4% | i | -7% | -6% | 10% | 15 | -12% | 4% | 13

Next section, overlapping the part above by 2 compounds.
SMILES | KRASV12 cytotoxicity | Spn DPM-DC inh | HPDE-C7 cytotoxicity | Bfl-1 displacement | LYP phosphatase | Spn PMK inh | HT1080 viability | Alkaline phosphatase | MK inhibit | others
COc1ccc(C(CNC(=O)Cc2cc(OC)c(OC)c(OC)c2)N2CCCC2)cc1 (stereo not given) | -10% | i | -32% | -4% | x | 4 | 5% | -1% | 12
COc1ccccc1C(=O)NCc1ccncc1 | 4% | i | -7% | -6% | 10% | 15 | -12% | 4% | 13
Cc1ccc(-c2csc(N(CC3CCCO3)C(=O)c3ccco3)n2)cc1 (stereo not given) | 23% | i | 22% | 1% | -9% | 3 | -3% | 10% | 4
COC(=O)C1=C(NC(=O)c2cccs2)CCS1 | 1% | i | -5% | 0% | x | 17 | x | 10% | 0
O=C(NC1CCCC1)C(c1cccs1)N(C(=O)c1ccco1)c1ccc2c(c1)OCCO2 (stereo not given) | -6% | i | 13% | -3% | -34% | 20 | -1% | 3% | 0
Cc1c(NC(=O)C2CCN(S(=O)(=O)c3ccccc3)CC2)c(=O)n(-c2ccccc2)n1C | -9% | + | -13% | -5% | -11% | 14 | -3% | 5% | 14
CN(C)c1ccc(CNC(=O)CN(C)S(=O)(=O)c2cccc3cccnc23)cc1 | 2% | i | 5% | 2% | 13% | 0 | 6% | 17% | 2
Cc1ccc(C)c(OCC(=O)Nc2cc(C)on2)c1 | 5% | i | 0% | 2% | 15% | 7 | 0% | 4% | 14
CCOC(=O)C1CCCN(C(=O)c2ccc(CS(=O)(=O)Cc3ccccc3C)o2)C1 (stereo not given) | 16% | i | -5% | 2% | 1% | 16 | -12% | 14% | 0 | Spn PMK inh pilot replicates=0.0;MK inhibit pilot replicates=0.0;Spn DPM-DC inh pilot screen %=1.0
CCOC(=O)NC1(C(F)(F)F)C(=O)NC(C)=C1C(=O)OC (stereo not given) | 0% | i | -4% | 3% | 4% | 0 | x | 12% | 7
CCOc1cc(S(=O)(=O)Nc2ccccn2)ccc1F | 6% | i | -9% | 3% | x | 8 | 0% | 16% | 10 | Spn PMK inh pilot replicates=0.0;MK inhibit pilot replicates=0.0;Spn DPM-DC inh pilot screen %=5.0
COCCCNC(=O)CN1C(=O)CSc2ncccc21 | 0% | i | -5% | -2% | 7% | 6 | -7% | 5% | 3
CCOC(=O)N1CCC(NC(=O)Cc2cn(C)c3ccccc23)CC1 | 8% | i | 14% | -1% | 2% | 5 | x | 8% | 4
CCc1c(C)sc(NC(=O)c2cc(C3CC3)on2)c1C#N | -3% | i | 0% | -8% | 0% | 10 | -6% | 6% | 0
COc1cc2c(cc1OC)CN(Cc1cc(=O)n3cc(C)ccc3n1)CC2 | 6% | i | 2% | 1% | -6% | 6 | -2% | 13% | 5
Cc1cc(N2CCCCC2)n2ncc(-c3ccc(Cl)cc3)c2n1 | 20% | x | 11% | -2% | 6% | 3 | 0% | 10% | 16
CCc1nnc(NC(=O)c2cccc(S(=O)(=O)N3CCc4ccccc43)c2)s1 | 18% | i | 15% | -2% | 3% | 0 | 8% | 9% | 4
Cc1cc(C)c2c(=O)[nH]n(C3CCOC(C)(C)C3)c2n1 (stereo not given) | 10% | i | -3% | -6% | -2% | 2 | 1% | 8% | 6
O=C(CSc1ccc2nnc(-c3cccnc3)n2n1)N1CCc2ccccc21 | -1% | i | -4% | -2% | -2% | 12 | 4% | 4% | 4
CSc1oc(-c2ccccc2)nc1S(=O)(=O)c1ccc(C)cc1 | 4% | i | 7% | -3% | 2% | 15 | 0% | -2% | 2
O=c1sc(N2CCN(c3ccccc3F)CC2)nc2ccsc12 | 8% | i | 17% | 4% | 7% | 3 | 5% | 5% | 2
COc1cccc(Nc2c(F)c(F)c(F)c(F)c2C(=O)O)c1 | 12% | i | -6% | -3% | 9% | 23 | 5% | 5% | 0 | Spn PMK inh pilot replicates=2.0;MK inhibit pilot replicates=0.0;Spn DPM-DC inh pilot screen %=0.5
CCC(Sc1nc2cc3c(cc2c(=O)n1Cc1ccco1)OCO3)C(=O)Nc1cccc(OC)c1 (stereo not given) | 4.2µM* | i | 4.4µM* | 0% | -1% | 13 | -2% | 5% | 3
CC(C)Sc1nc2c(c(=O)n1C)SC(C)C2 (stereo not given) | 9% | i | -16% | -4% | -1% | 4 | -6% | 3% | 0
COc1ccc(S(=O)(=O)Cc2ccc(C(=O)N3CCOCC3)o2)cc1 | 3% | i | 4% | 3% | 10% | 9 | 6% | 14% | 4 | Spn PMK inh pilot replicates=0.5;MK inhibit pilot replicates=0.0;Spn DPM-DC inh pilot screen %=6.5
COc1cc(C)c(C(C)C)cc1S(=O)(=O)N1CCOCC1 | -10% | i | -8% | 3% | 7% | 0 | 14% | 9% | 8
COCCCNC(=O)CCCn1c(=O)c2ccccc2n(CC(=O)Nc2c(C)cccc2C)c1=O | -20% | i | -20% | -6% | x | 11 | x | 13% | 0 | Spn PMK inh pilot replicates=0.5;MK inhibit pilot replicates=0.0;Spn DPM-DC inh pilot screen %=1.5
COc1ccccc1N1C(=O)C2CC(C)=C(C)CC2C1=O (stereo not given) | 8% | i | 3% | -3% | 6% | 17 | 3% | 5% | 7
CC12CCC(C(=O)NCc3ccc4c(c3)OCO4)(CC1=O)C2(C)C (stereo not given) | -6% | i | -3% | 9% | 4% | 2 | 5% | 7% | 5
OCCOCCNc1ncnc2c1cnn2-c1ccc(Cl)cc1 | 0% | i | 3% | -3% | x | 3 | 5% | 3% | 0
COc1ccc(-c2nc(C)sc2CC(=O)O)cc1 | 18% | i | -4% | -2% | 7% | 4 | 4% | 12% | 10 | Spn PMK inh pilot replicates=5.0;MK inhibit pilot replicates=3.5;Spn DPM-DC inh pilot screen %=1.5
CCOc1cccc(-c2nnc3sc(-c4ccc(C)cc4)nn23)c1 | 49% | i | 48% | -8% | -5% | 4 | -4% | 14% | 0
COc1cc(NS(=O)(=O)c2ccc(NC(=O)C34CC5CC(CC(C5)C3)C4)cc2)ncn1 | -14% | i | -5% | 1% | 16% | 9 | -2% | 7% | 1
Oc1c(Cl)cc(Cl)cc1CNc1ccc(Br)cn1 | -20% | i | 18% | 3% | 9% | 0 | 2% | 21% | 10 | Spn PMK inh pilot replicates=2.5;MK inhibit pilot replicates=0.0;Spn DPM-DC inh pilot screen %=0.0
COc1ccc(CN2CCCC(C(=O)N3CCCC3)C2)cc1 (stereo not given) | 15% | i | 4% | -2% | x | 10 | -1% | 0% | 0
O=S(=O)(c1ccc(F)cc1)N(CCO)CC(O)Cn1c2ccccc2c2ccccc21 (stereo not given) | -6% | i | 0% | 0% | 14% | 0 | 7% | 16% | 15
O=C(CCCN1C(=O)c2ccccc2C1=O)Oc1ccc(F)cc1 | -22% | i | -19% | -3% | 18% | 0 | 0% | 4% | 7 | Spn PMK inh pilot replicates=0.0;MK inhibit pilot replicates=0.0;Spn DPM-DC inh pilot screen %=0.0
Cc1cc(C(F)(F)F)n2ncc(-c3ccccc3)c2n1 | -1% | i | -14% | 1% | -3% | 0 | x | 7% | 3
Cc1cc(NC(=O)C2COc3ccccc3O2)no1 (stereo not given) | 4% | i | 6% | 0% | 6% | 1 | -5% | 5% | 9
CN1C2CCC1CC(OC(=O)c1c[nH]c3ccccc13)C2 (stereo not given) | -22% | i | -14% | -3% | x | 8 | 5% | 11% | 7
NS(=O)(=O)c1cc2c(cc1Cl)NCNS2(=O)=O | 0% | i | 11% | -4% | x | 0 | -7% | 8% | 0 | Spn PMK inh pilot replicates=2.5;MK inhibit pilot replicates=0.0;Spn DPM-DC inh pilot screen %=0.0
Cc1ccc(S(=O)(=O)N(C)CC(=O)OCc2nnc(-c3ccccc3)o2)cc1 | -13% | i | -26% | -3% | -10% | 12 | 0% | 4% | 6
COc1ccc(CNC(=O)C2CC(c3ccc(F)cc3)=NO2)cc1 (stereo not given) | 2% | i | 1% | -4% | 6% | 9 | 3% | 4% | 1
Cc1ccc(-c2nn(CC(=O)O)c(=O)c3ccccc23)cc1 | x | i | x | x | 0% | 9 | -5% | x | 6
